Cardio protect: modulators protecting cardiomyocytes from myocardial damage. protection from H2O2 cell death, % at 20 µM. AID 588492. hit rate 0.63% among 360,000. H9c2 cardiomyocytes, H2O2 injury protection, ATPLite, 2 h;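 active = compounds giving at least 50% protection of heart cells from peroxide-induced death in the single-dose screen, raw or plate-pattern-corrected value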;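 note: 0% = DMSO wells with peroxide and 100% = DMSO wells without peroxide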
Glyco luc inh: blocks N-linked glycosylation in D54 reporter cells; D54 ERlucT glycosylation luciferase reporter, 24 h; percent of 100 nM tunicamycin response; reporter increase, % at 12.5 µM; hit rate 0.23% among 360,000; AID 588692;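 active = mean luciferase reporter signal, scaled so untreated is 0 and the glycosylation-blocking control 100, at or above a set limit in every replicate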;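 note: luciferase carries N-glycosylation sites so blocking glycosylation raises the light; 0% = median of neutral control wells and 100% = median of 100 nM tunicamycin wells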
ABHD5-PLIN5 inh: blocks binding of human ABHD5 to perilipin-5; Q00G26+Q8WTS1; Split G. princeps luciferase complementation, luminescence, 4 h; inhibition, % at 4 µM; hit rate 0.78% among 360,000; AID 602281;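 active = inhibition above the mean inhibition across every tested compound plus 3 SD, cut at about 22% in these data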;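 note: 0% = DMSO only wells and the 100% control is not disclosed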
aDG glyco up: alpha-DG glycosylation activation; hit rate 0.22% among 360,000; activation, % at 10 µM; Pro5-aDG cells, alpha-DG glycosylation AlphaScreen (IIH6); 0% Pro5, 100% B10-LARGE cell signal;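 active = activation of at least 8% versus controls, or a plate z-score of at least 8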;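 note: Pro5 are CHO cells carrying HIG-tagged alpha-DG that lacks glycosylation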
iPSC survival up: increases survival of single human iPS cells | hiPSC single-cell survival, ATPlite luminescence; 100% = ROCK inhibitor wells, 0% = DMSO | survival enhancement, % at 20 µM | hit rate 0.044% among 360,000 | AID 602274; in the data active = survival enhancement above about 18%;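 note: cells exposed to compounds for 16 hours before the ATP read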
MC4R antagonist: blocks human MC4R cAMP signaling | MC4R-expressing cells, MTII-stimulated cAMP, LANCE TR-FRET | inhibition, % at 6.5 µM | hit rate 0.48% among 360,000;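 active = inhibition above its plate's cutoff, the mean of tested wells on that plate plus 3 SD, cut at about 29% in these data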;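 note: 0% = Melanotan II alone and 100% = Melanotan II plus saturating MCL0020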
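System – human MC4R-expressing U2OS cells · Also added – Melanotan II · Dosing – one concentration, 6.5 µM nominal · Timing – 30-min compound, 1-h challenge, 1-h detection, room temperature · Measured by – Eu-cAMP/anti-cAMP TR-FRET, emission 671 nm · Replicates – singlicate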
m5-HT2A agonist: agonists of mouse serotonin 5-HT2A receptor (HTR2A) | P35363 | CHO-K1 mHTR2A beta-arrestin complementation, luminescence; percent of 30 µM serotonin response | activation, % at 7.6 µM | hit rate 0.66% among 360,000 | AID 624169;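 active = activation above a run cutoff, the mean activation of all tested compounds plus 3 SD, cut at about 14% in these data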;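 note: 0% = plate median of compound wells and 100% = 30 µM serotonin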
Granule exo inh: blocks lytic granule exocytosis | TALL-104 LAMP-1 surface exposure, flow cytometry; cells stimulated with thapsigargin and PMA | inhibition, % at 10 µM | hit rate 0.66% among 360,000;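 active = inhibition above about 55%, limit read from the data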
MC4R barr agon: human MC4R agonism via beta-arrestin; activation, % at 8.9 µM; U2OS MC4R beta-arrestin complementation, luminescence; percent of melanotan II response, DMSO zero; P32245; AID 540308; hit rate 0.98% among 360,000;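 active = activation above a per-plate cutoff, the mean activation of sample wells on that plate plus 3 SD, cut at about 8% in these data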
ABCB6 inh 2: human ABCB6 transporter inhibition; K562-ABCB6 porphyrin accumulation, flow cytometry, 1 h; hits give low values; AID 602162; Q9NP58; hit rate 0.19% among 360,000; fluorescence ratio to DMSO, % at 10 µM;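 active = fluorescence ratio to DMSO below 75%, the collection mean minus 3 SD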;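 note: signal is porphyrin accumulated inside mitochondria; 100% equals median channel fluorescence of DMSO control wells; lower ratio means ABCB6 inhibition with less porphyrin fluorescence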
Target sequence (Q9NP58 whole entry, looked up): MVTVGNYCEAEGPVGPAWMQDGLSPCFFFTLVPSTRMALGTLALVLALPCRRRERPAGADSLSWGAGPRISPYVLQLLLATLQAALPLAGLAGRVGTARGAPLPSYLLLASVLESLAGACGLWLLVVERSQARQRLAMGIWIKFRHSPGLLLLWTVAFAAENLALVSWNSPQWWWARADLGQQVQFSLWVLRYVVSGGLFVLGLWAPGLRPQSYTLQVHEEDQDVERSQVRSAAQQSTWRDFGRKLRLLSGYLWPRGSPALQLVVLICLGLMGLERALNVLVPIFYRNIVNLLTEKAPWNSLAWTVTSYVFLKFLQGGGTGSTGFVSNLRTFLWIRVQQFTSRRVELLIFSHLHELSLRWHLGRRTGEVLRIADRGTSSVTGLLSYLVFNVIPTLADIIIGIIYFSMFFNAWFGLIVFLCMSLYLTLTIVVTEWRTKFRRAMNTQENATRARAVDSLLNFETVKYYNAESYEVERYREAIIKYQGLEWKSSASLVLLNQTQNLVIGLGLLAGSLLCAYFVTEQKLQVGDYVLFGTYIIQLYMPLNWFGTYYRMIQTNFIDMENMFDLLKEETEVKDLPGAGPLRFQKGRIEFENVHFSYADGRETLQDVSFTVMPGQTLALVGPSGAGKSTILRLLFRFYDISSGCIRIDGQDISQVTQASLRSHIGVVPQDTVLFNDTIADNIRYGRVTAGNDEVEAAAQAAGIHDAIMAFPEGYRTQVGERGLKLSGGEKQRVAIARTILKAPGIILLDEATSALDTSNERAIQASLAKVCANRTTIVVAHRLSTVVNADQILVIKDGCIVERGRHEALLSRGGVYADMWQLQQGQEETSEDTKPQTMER
* marks the source's active call; other numbers are inactive results.

SMILES	Cardio protect	Glyco luc inh	ABHD5-PLIN5 inh	aDG glyco up	iPSC survival up	MC4R antagonist	m5-HT2A agonist	Granule exo inh	MC4R barr agon	ABCB6 inh 2
CCCc1cc(NCCCN(C)C)n2c(nc3ccccc32)c1C#N	1.3	-1.5	0.6	-0.2	-0.4	7.8	0.4	12.4	-2.1	96.0
Cc1ccc(-n2c(SCC(=O)N3c4ccccc4Sc4ccccc43)nnc2-c2ccncc2)cc1	8.4	0.1	0.2	0.7	-1.2	1.5	1.5	0.1	-2.0	91.0
O=C(CNS(=O)(=O)N1CCOCC1)N/N=C/c1cccnc1	-6.4	1.1	-4.5	-0.1	0.6	-1.5	2.8	0.4	-1.4	114.0
COc1ccc(C2=NN(S(C)(=O)=O)C(c3cccs3)C2)cc1 (stereo not drawn)	0.4	-0.6	10.1	-0.1	-0.1	1.1	3.3	-3.3	3.1	99.0
CCN(CC)S(=O)(=O)c1ccc(N2CCOCC2)c(NC(=O)CCOc2ccccc2)c1	-8.1	0.1	1.0	0.5	-0.4	-4.4	-1.6	4.2	0.3	93.0
COc1ccc(-c2nc(CSCC(=O)NCc3ccc4c(c3)OCO4)c(C)o2)cc1OC	7.0	2.2	-0.1	0.0	4.6	0.5	8.1	0.0	-0.6	93.0
COc1ccccc1NS(=O)(=O)c1ccc(N2CCOCC2)c(NC(=O)c2ccco2)c1	0.0	-0.9	11.4	0.2	-0.4	-2.4	4.6	1.7	1.5	93.0
COc1ccc(C(C)=O)cc1CSCCC#N	-8.2	1.3	-3.7	-0.1	2.0	3.7	-4.2	1.9	-3.6	96.0
Cc1cccc(NC(=O)NNC(=O)c2ccc(C)c([N+](=O)[O-])c2)c1	3.2	1.5	-2.5	0.3	2.0	8.9	0.2	-1.3	1.2	98.0
O=C1C=C(N(CCO)CCO)C2(CCCCC2)O1	2.8	2.4	-1.9	-0.3	2.4	5.4	-2.5	-2.3	0.1	93.0
CCOC(=O)N1CCC(NC2CCCCCCC2)CC1	5.3	-1.1	-0.6	-0.1	6.6	1.0	3.0	-4.5	-1.4	97.0
COC(=O)c1c(NC(=O)CSc2nnnn2-c2ccccc2)sc2c1CCC(C)C2 (stereo not drawn)	-5.2	0.7	-12.2	-0.2	-0.5	18.1	-0.6	4.0	1.9	101.0
Cc1ccccc1N=C1SCCN1C(=O)CN1C(=O)NC2(CCCC2)C1=O	0.2	3.1	3.6	0.3	0.5	10.9	9.4	-1.6	-1.8	101.0
COCC1=C(C(=O)OC)C(c2ccco2)n2ncnc2N1 (stereo not drawn)	-2.0	2.8	38.0*	0.0	-0.7	7.1	2.4	-3.6	-2.5	97.0
CC(C)c1ccc(S(=O)(=O)N(C)C2(C)CCS(=O)(=O)C2)cc1 (stereo not drawn)	6.3	3.3	7.6	-0.1	-0.4	3.0	0.3	17.6	-3.5	104.0
CCCn1nc2cc(C(=O)NCc3ccc(OC(F)(F)F)cc3)ccc2c1OCC	-7.2	0.9	-10.4	0.0	-1.8	-3.8	-7.8	6.2	-0.8	99.0
Cc1ccccc1Nc1nc(N)nc(COC(=O)/C=C/c2ccco2)n1	11.8	3.7	6.6	-0.1	2.6	25.1	-3.4	-2.7	-2.5	98.0
OCCC1CN(Cc2ccc(F)cc2)CCN1CCCc1ccccc1 (stereo not drawn)	0.4	-1.7	-2.2	0.0	-0.8	5.4	-0.8	26.2	-0.4	99.0
CCN1CCCC1CNC(=O)Cn1cc(C)c(=O)[nH]c1=O (stereo not drawn)	17.0	1.3	2.6	0.1	1.9	-2.3	4.3	-5.8	0.6	98.0
Cc1ccc(C)c(NC(=O)Cn2nc(C)c3ccccc3c2=O)c1	6.1	1.0	-1.1	0.2	-0.3	2.3	0.1	-0.5	0.1	101.0
CCOC(=O)c1sc(SCc2ccccc2)c2c1CC(C)(C)CC2=O	-2.9	-9.0	-4.6	0.1	-2.3	9.9	2.9	18.7	0.9	104.0
CCOc1ccc(NC(=O)CN(C)C(=O)c2cc(-c3ccco3)nc3ccccc23)cc1OCC	17.4	4.2	-1.9	-0.3	-0.2	10.8	1.4	10.1	-0.1	97.0
COc1cccc(NC(=O)c2cc([N+](=O)[O-])ccc2NCc2cccnc2)c1	-2.7	4.3	3.1	0.0	1.4	1.8	2.5	2.2	-0.6	100.0
C=C(C)Cn1c(CCNC(=O)c2ccco2)nc2ccccc21	0.6	0.5	-4.2	0.0	0.8	-4.0	-1.5	-1.0	-1.4	98.0
O=S(=O)(NCCc1ccncc1)c1ccccc1	1.9	-0.1	-1.6	-0.2	0.5	5.0	1.1	-1.1	2.8	111.0
O=C(O)c1cccc2c1Cc1cc([N+](=O)[O-])ccc1-2	1.6	0.1	-0.2	0.2	0.1	3.5	15.4*	3.7	-1.6	110.0
COc1ccc(C(=O)N=c2sc3ccccc3n2C)cc1	-18.6	-8.9	-1.8	0.1	-0.3	1.2	-0.6	-1.4	3.1	93.0
CCc1ccccc1Nc1nc(N)nc(COC(=O)C2=COCCO2)n1	-2.2	0.9	0.9	-0.3	-0.6	-2.5	5.8	-1.0	-0.2	98.0
C=Cn1cc(CNC[C@H]2O[C@@H](n3cc(C)c(=O)[nH]c3=O)C[C@@H]2O)c(C)n1	-5.2	-0.1	2.7	0.2	-1.9	4.0	-5.3	23.2	-2.0	99.0
Cc1ccc(S(=O)(=O)N2CCN(CC(=O)N/N=C\c3cccnc3)CC2)cc1	4.1	4.1	0.5	0.0	-1.2	10.0	-2.3	-0.8	2.2	98.0
COc1ccccc1NC(=O)Cc1ccc(-c2ccccc2)cc1	-10.2	-1.7	-9.1	0.2	0.2	8.4	-11.4	25.4	1.0	96.0
O=C(NCc1ccco1)C1CCCN1S(=O)(=O)c1ccccc1C(F)(F)F (stereo not drawn)	4.2	-0.4	6.9	0.0	-0.3	5.1	0.6	-0.9	-0.3	94.0
CCCCN(C=O)c1c(CC)nc2c(OCCC)cccn12	-11.2	0.3	0.7	0.3	0.6	10.6	4.6	-4.3	0.1	109.0
Cc1ccc(NC(=O)C2=NNC(=O)CC2)cc1S(=O)(=O)Nc1ccc(SC(F)F)cc1	-7.8	-2.0	-18.0	0.0	0.9	6.8	-1.0	-3.5	-2.6	101.0
CCCCOc1ccc(C(=O)N2CCN(c3ncccn3)CC2)cc1	0.3	0.0	-0.2	0.0	0.2	1.3	6.7	0.2	-2.2	98.0
CCOC(=O)c1ccccc1-c1csc(N)n1	1.6	0.3	-6.9	0.0	-0.3	3.2	-1.1	17.5	1.1	100.0
Fc1cccc(/C=N/Nc2nccnc2Cl)c1	-1.9	0.9	0.5	0.0	-0.3	5.5	1.6	-12.7	-0.7	99.0
CCOC(=O)C1(CCCc2ccccc2)CCN(C(=O)CCc2cnccn2)CC1	-7.1	-1.5	0.8	0.0	-0.5	-2.0	11.8	0.4	2.3	99.0
CCOC(=O)C1=C(C)NC(=O)NC1c1ccc(N2CCC(c3ccccc3)=N2)cc1 (stereo not drawn)	-4.3	-4.9	-1.1	-0.2	-1.0	-3.5	-0.4	-3.1	-1.7	155.0
Cc1ccc(N=Nc2c(N)n(-c3ccccc3)[nH]c2=O)cc1	-15.4	0.9	-5.8	-0.1	0.2	-6.8	-5.2	2.2	0.7	110.0

Single records (already shown):
CCCCOc1ccc(C(=O)N2CCN(c3ncccn3)CC2)cc1 as listed: Cardio protect = 0.3; Glyco luc inh = 0.0; ABHD5-PLIN5 inh = -0.2; aDG glyco up = 0.0; iPSC survival up = 0.2; MC4R antagonist = 1.3; m5-HT2A agonist = 6.7; Granule exo inh = 0.2; MC4R barr agon = -2.2; ABCB6 inh 2 = 98.0
O=C(NCc1ccco1)C1CCCN1S(=O)(=O)c1ccccc1C(F)(F)F (stereo not drawn) as listed: Cardio protect = 4.2; Glyco luc inh = -0.4; ABHD5-PLIN5 inh = 6.9; aDG glyco up = 0.0; iPSC survival up = -0.3; MC4R antagonist = 5.1; m5-HT2A agonist = 0.6; Granule exo inh = -0.9; MC4R barr agon = -0.3; ABCB6 inh 2 = 94.0
CCOC(=O)C1(CCCc2ccccc2)CCN(C(=O)CCc2cnccn2)CC1 as listed: Cardio protect = -7.1; Glyco luc inh = -1.5; ABHD5-PLIN5 inh = 0.8; aDG glyco up = 0.0; iPSC survival up = -0.5; MC4R antagonist = -2.0; m5-HT2A agonist = 11.8; Granule exo inh = 0.4; MC4R barr agon = 2.3; ABCB6 inh 2 = 99.0

Pulled by compound from above (2):
SMILES	Cardio protect	Glyco luc inh	ABHD5-PLIN5 inh	aDG glyco up	iPSC survival up	MC4R antagonist	m5-HT2A agonist	Granule exo inh	MC4R barr agon	ABCB6 inh 2
Cc1ccc(S(=O)(=O)N2CCN(CC(=O)N/N=C\c3cccnc3)CC2)cc1	4.1	4.1	0.5	0.0	-1.2	10.0	-2.3	-0.8	2.2	98.0
Cc1cccc(NC(=O)NNC(=O)c2ccc(C)c([N+](=O)[O-])c2)c1	3.2	1.5	-2.5	0.3	2.0	8.9	0.2	-1.3	1.2	98.0

Next structures follow:
SMILES	Cardio protect	Glyco luc inh	ABHD5-PLIN5 inh	aDG glyco up	iPSC survival up	MC4R antagonist	m5-HT2A agonist	Granule exo inh	MC4R barr agon	ABCB6 inh 2
CCOC(=O)c1c(CC(C)C)csc1/N=C/C1=C(O)CCCC1=O	-0.5	2.2	-3.3	1.0	-0.7	0.5	-4.2	15.9	0.9	102.0
COc1ccc(C(=O)NCc2nnc(SCC(=O)NCc3ccco3)o2)cc1OC	3.0	-0.8	5.9	0.0	-0.6	6.7	5.4	-2.3	-0.4	96.0
Cc1cccc(N(C)C(=O)c2cc3cc4ccc(C)cc4nc3o2)c1	3.3	-2.0	2.7	0.0	0.2	-4.8	0.2	0.6	-2.0	96.0
Cc1ccc(OCCNC(=O)CCNS(=O)(=O)c2ccc3ccccc3c2)cc1	-10.5	1.6	-4.9	-0.1	0.0	-6.0	-6.5	0.5	0.6	93.0
c1ccc(-c2ccc(CN3CCN(c4ncccn4)CC3)cc2)cc1	-0.4	1.4	-3.9	0.1	2.2	-0.4	16.1*	-0.1	-0.6	91.0
CN(c1ccc(OCC(=O)N2CCOCC2)cc1)S(=O)(=O)c1ccc(Cl)cc1	1.1	1.8	-2.0	-0.2	-0.7	0.2	1.2	2.0	2.1	94.0
c1ccc(Cn2nnc3c(N4CCN(Cc5ccc6c(c5)OCO6)CC4)ncnc32)cc1	-6.9	-2.4	0.1	0.5	0.2	-5.3	-10.8	7.1	-2.3	85.0
Cc1nnc(NC(=O)CSc2ccc3nnc(-c4ccccn4)n3n2)s1	-2.7	-2.2	7.5	-0.4	0.7	25.7	-1.0	-0.1	3.7	103.0
O=C(NCc1ccncc1)C(=O)Nc1ccc2c(c1)OCO2	29.6	1.3	-0.4	-0.2	3.9	3.4	-2.6	8.0	-1.2	99.0
CCC(C)(C)NC(=O)c1cc([N+](=O)[O-])ccc1N1CCCCC1	3.8	-1.7	-6.0	0.2	0.5	5.8	1.5	-0.7	-2.7	96.0
Cc1cc2cc(CCNC(=O)c3cccc([N+](=O)[O-])c3)c(=O)[nH]c2cc1C	44.0	-1.7	-0.6	-0.2	-3.6	-9.4	-0.2	-0.4	-2.2	89.0
CCCn1c(SCC(=O)NC(=O)NCc2ccccc2)n[nH]c1=O	-1.9	2.2	-6.2	-0.2	-0.2	0.3	10.5	0.8	-1.2	102.0

Source: PubChem BioAssay (several laboratories)

Compounds were not picked by outcome, and some 4.5% of all compounds hit somewhere here.
